Luc counter: Counterscreen for Luciferase (Kinase-Glo TM) Inhibition; Luciferin 4-monooxygenase (Photuris pensylvanica), Q27757; Kinase-Glo luciferase, ATP luminescence, 8 min; Potency, µM (doses to about 38.3 µM), for the others: top-dose activity change, negative = inhibition, most hits filed as inhibitors; actives 0.28% (n = 200,000); AID 1379, 2008; note: potency is the fitted concentration of half-maximal effect; % is set by controls: 0 for no effect and ±100 for the full control effect; nearly all actives have a fitted effect of over 60% in size
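Compounds were added to a substrate mix at pH 7.2 (50 mM imidazole, 10 uM ATP, within the enzyme's linear range), followed by Kinase-Glo detection reagent; luminescence was measured after 8 minutes at ambient temperature.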
IMPase Li cell: qHTS Assay for Identifying the Cell-Membrane Permeable IMPase Inhibitors: Potentiation with Lithium; CHO-M1 cells, IP1 TR-FRET (IP-One), carbachol + lithium; Potency, µM (doses to about 59.4 µM), for inactives: top-dose activity, negative = IMPase inhibition, usual class: inhibitors; actives 0.35% (n = 210,000); AID 1457, 2008;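 note: IP1 builds up when IMPase is blocked and the TR-FRET signal falls; potency is the fitted concentration of half-maximal effect; plate controls were basal vehicle for no effect and high inhibitor control for full effect; nearly all actives have a fitted effect of over 50% in size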
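Readout is a homogeneous TR-FRET IP1 immunoassay (Ex 320, Em 665 and 620), where raised cytosolic IP1 lowers signal. Cells were CHO-M1 treated 30 min at 37C with test compounds plus a little lithium; AC50 values came from Hill-equation fitting.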
CBFb-RUNX1 inh: qHTS Assay for Compounds Blocking the Interaction Between CBF-beta and RUNX1 for the Treatment of Acute Myeloid Leukemia | Runt-related transcription factor 1 (Homo sapiens) + Core-binding factor subunit beta … | AlphaScreen CBFb-His/RUNX1-biotin binding, biochemical | Potency, µM (series often up to 59.8 µM), inactives show at the highest dose activity, negative = inhibition, hits mostly inhibitors | 230,000 tested, under 10 active | AID 1477, 2009; note: % of control where 0% means no effect
Target sequence (Q01196 whole entry, looked up): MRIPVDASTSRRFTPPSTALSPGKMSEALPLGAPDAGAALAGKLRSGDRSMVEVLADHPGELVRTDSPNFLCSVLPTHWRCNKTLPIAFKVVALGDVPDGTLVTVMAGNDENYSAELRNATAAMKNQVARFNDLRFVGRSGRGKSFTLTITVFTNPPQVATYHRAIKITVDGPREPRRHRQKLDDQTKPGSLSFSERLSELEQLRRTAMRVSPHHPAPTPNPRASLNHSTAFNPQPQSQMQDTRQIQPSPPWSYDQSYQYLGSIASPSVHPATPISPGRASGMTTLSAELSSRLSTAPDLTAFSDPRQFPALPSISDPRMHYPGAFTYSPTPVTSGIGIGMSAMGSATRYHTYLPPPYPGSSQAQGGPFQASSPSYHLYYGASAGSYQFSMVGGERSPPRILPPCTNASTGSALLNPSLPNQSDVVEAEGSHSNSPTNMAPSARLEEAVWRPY
Target sequence (Q13951 whole entry, looked up): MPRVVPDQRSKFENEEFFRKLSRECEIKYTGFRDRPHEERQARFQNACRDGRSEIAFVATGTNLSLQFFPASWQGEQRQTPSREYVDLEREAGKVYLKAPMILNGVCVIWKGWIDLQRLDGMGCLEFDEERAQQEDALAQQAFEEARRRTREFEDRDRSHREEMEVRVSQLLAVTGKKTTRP
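Proteins preincubated together for 20 min at RT before compound addition; 15 min later, nickel and streptavidin beads were added and left 90 min prior to AlphaScreen measurement.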
Lamin A splicing: qHTS Assay for Modulators of Lamin A Splicing. actives 0.01% (n = 200,000). HeLa LMNA splicing GFP/RFP minigene ratio, 48 h. Potency, µM (top dose mostly 46.1 µM), inactives show top-dose ratio change, negative = inhibition, usual class: inhibitors; active = well fitted inhibition curve with a large enough effect in the signal ratio, with a control signal flat, not every such curve was filed as active; inconclusive = small, poorly fitted or top-dose-only effect, or effect the other way, or a change in a side signal; the % refers to the signal ratio; note: potency is the fitted concentration of half-maximal effect; % is set by controls: 0 for no effect and ±100 for the full control effect
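Read-out is the ratio of GFP to DsRed2 object intensity, acquired by 488 nm laser-scanning cytometry on HeLa lamin A-EGFP minigene reporter cells. Compound incubation 48 hrs at 37 °C in Opti-MEM with 2% FBS; DMSO 0.5% final.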
HTT ATP protect: qHTS Multiplex Assay to Identify Dual Action Probes in a Cell Model of Huntington: Cytoprotection (ATP); PC12 HTT-Q103 induced, cytoprotection, ATP luminescence, 40 h; Potency, µM (doses to about 56.4 µM), inactives show cytoprotection (ATP increase), hits mostly activators; actives 0.14% (n = 230,000);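 note: potency is the fitted concentration of half-maximal effect; % of control where 0% means no effect; nearly all actives have a fitted effect of over 45% in size; toxic huntingtin expression switched on by the ecdysone agonist tebufenozide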
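Rat PC12, Q103 Htt exon1-GFP fusion, ecdysone promoter; tebufenozide inducer 100 nM final; compound titration; qHTS, 1500 cells/well; ATPlite luminescent read.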
HTT aggregate: qHTS Multiplex Assay to Identify Dual Action Probes in a Cell Model of Huntington: Aggregate Formation (GFP) | actives 1.1% (n = 220,000) | PC12 HttQ103-GFP aggregates, Acumen cytometry, 40 h | Potency, µM (doses to about 46.1 µM), inactives show top-dose activity change, negative = inhibition, actives largely listed as inhibitors | AID 1688, 2009; note: potency is the fitted concentration of half-maximal effect; % is set by controls: 0 for no effect and ±100 for the full control effect; nearly all actives have a fitted effect of over 60% in size
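Ecdysone-promoter PC12 model expressing HTT exon 1 Q103 fused to GFP, induced by tebufenozide at 100 nM final. Compounds titrated; aggregates sized 1–25 µm scored on a 488 nm laser cytometer.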
SMN2 splice enh: qHTS Assay for Enhancers of SMN2 Splice Variant Expression. HEK293 SMN2-luciferase splicing reporter, luminescence, 30-36 h. Potency, µM (titrated, usually from 46.1 µM), for the others: at the top dose activity change, positive = activation, usual class: activators. actives 2.8% (n = 210,000). AID 1458, 2008; note: potency is the fitted concentration of half-maximal effect; % of control where 0% means no effect; nearly all actives have a fitted effect of over 55% in size
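HEK293 cells carry an SMN2 minigene-luciferase reporter in which exon 7 inclusion puts luciferase in frame. Cells were seeded at 2000 cells/well, attached for 10-12 hours, then exposed to compounds for 30-36 hours at 37C before ONE-Glo luminescence.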
Numbers without * were called inactive; ? = inconclusive; · = no result given; & = joins results of further samples; [ ] = remark or other dose. Unless noted, calls come from the whole dose curve; as a rule, active = well fitted curve in the direction sought with a large enough effect; inconclusive = small, poorly fitted or top-dose-only effect, or another doubt; inactive = no such curve, though single readings can be large; an effect the other way counts as inactive or inconclusive.

(1) CCNC(=O)CN1c2cccc3cccc(c23)S1(=O)=O
(2) CCNC(=O)CN1C(=O)NC(Cc2ccccc2)(Cc2ccccc2)C1=O
(3) COc1cc2nc(CN(C)Cc3ccc(Cl)cc3)[nH]c(=O)c2cc1OC
(4) Cc1nnc(NC(=O)CSc2ncc(-c3ccccc3)[nH]2)s1
(5) CCCCC/C=C\C/C=C\CCCCCCCC(=O)O[C@@H](CO)COC(=O)CCCCCCCCCCCCCCCCC

Compound	1	2	3	4	5
Luc counter	0%	-1%	-2%	·	·
IMPase Li cell	2%[38.3 µM]	-8%	1%	·	-8%
CBFb-RUNX1 inh	2%	?	0%	14%	7%&2%
Lamin A splicing	14%	15%[46 µM]	?	·	·
HTT ATP protect	-22%	9%[10 µM]	-44%	-5%[10 µM]	13%
HTT aggregate	-2%	13%	26%	-7%[9.22 µM]	·
SMN2 splice enh	3%	0%	-9%	·	-3%

(6) O=C(CNC(=O)c1cccc(F)c1)OCC(=O)N1CCN(C(=O)c2ccco2)CC1
(7) Cc1nc(NC(=O)c2ccc(-c3cc4ccccc4oc3=O)cc2)ccc1Br
(8) COc1ccccc1N1CCN(C(=O)/C=C/c2cccc([N+](=O)[O-])c2)CC1
(9) CCOC(=O)c1sc(-c2cccc(C(F)(F)F)c2)nc1O
(10) Cc1cccc(CNc2nc(-c3ccoc3)nc3ccccc23)c1

Compound	6	7	8	9	10
Luc counter	·	-3%	·	·	0%
IMPase Li cell	·	-9%	·	·	7%
CBFb-RUNX1 inh	7%	-2%	1%	5%	·
Lamin A splicing	·	1%	·	·	?
HTT ATP protect	19%[10 µM]	8%[10 µM]	-7%[10 µM]	-6%[10 µM]	0%
HTT aggregate	-11%[9.22 µM]	26%	9%[9.22 µM]	1%[9.22 µM]	·
SMN2 splice enh	·	7%	·	·	-22%

(11) Cc1cc(S(=O)(=O)NCc2ccc(S(N)(=O)=O)cc2)c(C)s1
(12) CC(=O)Nc1ccc(Nc2ncnc3c2cnn3-c2ccc(C)cc2C)cc1
(13) O=C(Nc1ccccc1)C1C2CCC3C(CCC21)C3(Cl)Cl (configuration not stated)
(14) C=C1OC(CO)(n2cnc3c(N)ncnc32)C(O)C1O (configuration not stated)
(15) CCc1cccc(NC(=O)CCc2nc(-c3cccs3)no2)c1

Compound	11	12	13	14	15
Luc counter	·	-3%	11%	1%[39.9 µM]	-1%
IMPase Li cell	·	16%[38.3 µM]	21%[38.3 µM]	-1%	-1%[38.3 µM]
CBFb-RUNX1 inh	6%	-6%	2%	8%	14%
Lamin A splicing	?	-20%	20%	·	-9%
HTT ATP protect	16%	9%	-2%	7%	-3%
HTT aggregate	10%	3%	-15%	·	14%
SMN2 splice enh	·	0%	-17%	·	2%

Sorted by heavy-atom count (highest first): part of the list above.
(7) Cc1nc(NC(=O)c2ccc(-c3cc4ccccc4oc3=O)cc2)ccc1Br
(8) COc1ccccc1N1CCN(C(=O)/C=C/c2cccc([N+](=O)[O-])c2)CC1
(15) CCc1cccc(NC(=O)CCc2nc(-c3cccs3)no2)c1
(11) Cc1cc(S(=O)(=O)NCc2ccc(S(N)(=O)=O)cc2)c(C)s1
(1) CCNC(=O)CN1c2cccc3cccc(c23)S1(=O)=O

Compound	7	8	15	11	1
Luc counter	-3%	·	-1%	·	0%
IMPase Li cell	-9%	·	-1%[38.3 µM]	·	2%[38.3 µM]
CBFb-RUNX1 inh	-2%	1%	14%	6%	2%
Lamin A splicing	1%	·	-9%	?	14%
HTT ATP protect	8%[10 µM]	-7%[10 µM]	-3%	16%	-22%
HTT aggregate	26%	9%[9.22 µM]	14%	10%	-2%
SMN2 splice enh	7%	·	2%	·	3%

Going on with the list:
(16) Cc1ccc(C2=Nc3ccccc3NC(C)(c3ccc(C)o3)C2)o1 (configuration not stated)
(17) Cc1cc(C)cc(NC(=O)CCC(=O)Nc2cc(C)on2)c1
(18) CC(C)NC(=O)N(O)C1N(Cc2ccc3c(c2)OCO3)C(=S)SC1(C)C (configuration not stated)
(19) O=C(Cc1coc2cc3c(cc12)CCC3)NCC1(N2CCCCC2)CCCCC1
(20) CCOc1ccc(-n2c(N)c(C(=O)N3CCN(C)CC3)sc2=S)cc1

Compound	16	17	18	19	20
Luc counter	0%	2%	-6%	0%	3%
IMPase Li cell	27%[38.3 µM]	7%	-13%[38.3 µM]	9%	4%
CBFb-RUNX1 inh	1%	3%	9%	-1%	-1%
Lamin A splicing	13%	-10%	?	?	-4%[46 µM]
HTT ATP protect	-32%[inhibitor][0.074 µM]	0%[10 µM]	-9%	-3%[10 µM]	1%
HTT aggregate	-16%	-1%	-5%	4%	?
SMN2 splice enh	?	14%	-18%	-4%	-1%

(21) CCOC(=O)C(=O)C1C(=O)Nc2ccccc21 (configuration not stated)
(22) N=c1c2c3c(sc2ncn1CCCO)CCCC3
(23) CSc1nsc(/C=C/Nc2ccc(C)cc2)c1C#N
(24) CC(=O)OCC1OC(n2cnc3c(Cl)nc(Cl)nc32)C(OC(C)=O)C1OC(C)=O (configuration not stated)
(25) O=C(O)/C=C\C(=O)N1CCc2ccccc21

Compound	21	22	23	24	25
Luc counter	·	-1%	-3%	-3%	3%
IMPase Li cell	·	29%[38.3 µM]	-16%[38.3 µM]	0%	-5%
CBFb-RUNX1 inh	-1%	-3%	25%	·	-4%
Lamin A splicing	2%[46 µM]	-17%	?	?	-1%
HTT ATP protect	-23%[10 µM]	-1%	-5%	·	12%[10 µM]
HTT aggregate	-5%[9.22 µM]	8%	19%	·	8%
SMN2 splice enh	·	4%	?	-18%	-13%

(26) Cc1ccc(S(=O)(=O)N2CCCOC2CNC(=O)C(=O)NCc2cccnc2)cc1 (configuration not stated)
(27) CC(=O)Cc1nsc(NC(=O)c2csc3c2CCCC3)n1
(28) Cc1cc(-c2ccccc2C(=O)NCc2ccccc2)on1
(29) COc1ccc(-c2cc(C(F)(F)F)nc(SCc3cccc(C(=O)O)c3)n2)cc1
(30) Cc1ccc(NC2c3ncccc3C(=O)N2Cc2ccc(F)cc2)cc1 (configuration not stated)

Compound	26	27	28	29	30
Luc counter	-5%	2%	-2%	-1%	-3%
IMPase Li cell	3%	1%[38.3 µM]	25%[38.3 µM]	-1%[38.3 µM]	-6%[38.3 µM]
CBFb-RUNX1 inh	3%	0%	1%	-7%	-4%
Lamin A splicing	6%	-9%	14%	-1%	2%
HTT ATP protect	7%[10 µM]	-16%	18%[1.9 µM]	2%	-53%[inhibitor]
HTT aggregate	12%	-12%	-2%	-6%	-2%
SMN2 splice enh	-5%	5%	1%	-15%	-4%

(31) COc1cc(C(=O)NCC(c2cccs2)N(C)C)cc(Cl)c1OC(C)C (configuration not stated)
(32) CO[C@@H](CCO)C[C@H]1O[C@H](C(=O)OC(C)C)CC[C@@H]1C
(33) COc1ccc(C[C@@H]2CN3C(=NC[C@@H]3C)N2C[C@H](C)NC(=O)CCC2CCCCC2)cc1
(34) CN(C)C(CNC(=S)Nc1ccccc1Cl)c1cccnc1 (configuration not stated)
(35) Cc1ccc(Cn2cc(/C=C/C(=O)O)c(-c3ccccc3)n2)cc1

Compound	31	32	33	34	35
Luc counter	5%	0%	·	-3%	1%
IMPase Li cell	-6%	15%	13%	-1%	-6%[38.3 µM]
CBFb-RUNX1 inh	-2%	-6%	2%	0%	5%
Lamin A splicing	6%	·	·	4%[46 µM]	2%
HTT ATP protect	·	9%	8%[10 µM]	10%	2%
HTT aggregate	-13%	·	-1%[9.22 µM]	-11%	19%
SMN2 splice enh	15%	-1%	·	-1%	15%

(36) COc1cccc([C@@H]2Oc3ccc(OC)cc3C[C@H]2OC(=O)N[C@H](C)C2CCCCC2)c1
(37) O=C(Nc1ccc(Cl)cc1)Nc1cnccn1
(38) CC1=Nc2cc([N+](=O)[O-])ccc2NC(C)(C)C1
(39) O=C1N[C@@H](Cc2ccccc2)C(=O)N1CCN1CCOCC1
(40) Cc1cc(C(=O)N/N=C/c2cc(Br)ccc2OC(=O)c2ccccc2Cl)n[nH]1

Compound	36	37	38	39	40
Luc counter	0%	-2%	-9%	-1%	2%
IMPase Li cell	28%	0%	32%[activator]	20%[38.3 µM]	3%
CBFb-RUNX1 inh	-6%	10%	-16%	3%	-13%
Lamin A splicing	·	?	·	1%	?
HTT ATP protect	?	1%[10 µM]	-5%	0%	8%[10 µM]
HTT aggregate	·	-6%[9.22 µM]	-4%	-15%	-16%[9.22 µM]
SMN2 splice enh	3%	·	-15%	-14%	-53%[inhibitor]

(41) COc1ccc(Cl)cc1NC(=O)Cn1cccc1
(42) O=C(O)CCc1ccc(-c2cccs2)n1CCC(=O)O
(43) CC(C)c1ccccc1NC(=S)N1CCN(Cc2ccc3c(c2)OCO3)CC1
(44) CC(OC(=O)c1nsc(Cl)c1Cl)C(=O)NCc1cccs1 (configuration not stated)
(45) CN(C)c1ccc(C(CNC(=O)c2ccccc2F)c2c[nH]c3ccccc23)cc1 (configuration not stated)
(46) O=C(NCCc1c[nH]c2ccccc12)c1cncc(Br)c1
(47) COc1cccc(/C=C/C(=O)OCC(=O)Nc2ccc(Cl)cn2)c1
(48) CCOC(=O)N1CCN(c2nc(N(c3ccccc3)c3ccccc3)nc(-n3ccnc3)n2)CC1

Compound	41	42	43	44	45	46	47	48
Luc counter	-1%	-2%	0%	-1%	5%	1%	1%	·
IMPase Li cell	2%[38.3 µM]	-16%[38.3 µM]	6%	18%[38.3 µM]	11%	-9%	0%	·
CBFb-RUNX1 inh	-3%	-27%	5%	1%	-29%	?	11%	2%
Lamin A splicing	?	-8%	?	2%	-1%	·	-13%[46 µM]	·
HTT ATP protect	-16%	2%	?	3%	20%[10 µM]	-23%	-25%	-10%[10 µM]
HTT aggregate	0%	24%	-3%	-8%	-7%	-22%	7%	-11%[9.22 µM]
SMN2 splice enh	-2%	-2%	-7%	2%	3%	-6%	11%	·

Screens as filed in PubChem BioAssay.

Hits appear at their usual frequency, and some 4% of all compounds hit somewhere here.
